Source: PubChem
NCI-60 one-dose screen, 48 h, at 10 µM unless noted. Numbers give growth in % (100 = growth as untreated, 0 = no growth, -100 = all killed).
OVCAR-8: OVCAR-8 ovarian cancer; 81,000 compounds, 4.4% hits
OVCAR-3: OVCAR-3 ovarian cancer | 79,000 compounds, 7% hits | AID 1794787
NCI/ADR-RES: NCI/ADR-RES ovarian cells; 81,000 compounds, 4.4% hits; AID 1794790
OVCAR-4: OVCAR-4 ovarian cancer cells. 80,000 compounds, 3.7% hits. AID 1794784
OVCAR-5: OVCAR-5 ovarian cancer; 82,000 compounds, 2.9% hits; AID 1794783
IGROV1: IGROV1 ovarian cancer. 79,000 compounds, 4.7% hits. AID 1794786
DU-145: DU-145 prostate cancer. 81,000 compounds, 4.2% hits
SK-OV-3: SK-OV-3 ovarian cancer cells; 80,000 compounds, 3.2% hits
Starred values were filed as active, the others as inactive; x = not tested or not shown; & = joins results of further samples; ! = not confirmed by another sample; [ ] = another dose, or the depositor's remark. How the source made its calls: active means growth percent below 10; inactive means the rest.

SMILES	OVCAR-8	OVCAR-3	NCI/ADR-RES	OVCAR-4	OVCAR-5	IGROV1	DU-145	SK-OV-3
N#Cc1c(-c2ccc(Cl)cc2)c(C#N)c(=O)n(-c2nc3ccccc3s2)c1N	92.3	91.4	84.4	99.4	95.9	77.2	98.2	81.8
C#C[C@@]1(O)[C@@H](CO)O[C@@H](n2cnc3c(-c4ccccc4)ncnc32)[C@@H]1O	107.4	107.0	101.8	98.5	101.0	105.7	108.7	105.5
O=C(NCCN(CCNC(=O)C(=O)c1c[nH]c2ccccc12)CCNC(=O)C(=O)c1c[nH]c2ccccc12)C(=O)c1cc2ccccc2[nH]1	109.0	85.2	80.6	79.3	264.1	108.8	114.6	102.2
CSc1nccc(-c2c(-c3ccc(F)c(OCc4ccc(F)cc4)c3)nc3sccn23)n1	84.4	x	73.6	61.8	95.4	55.8	88.5	71.4
O=c1nc(NCc2cccc(Cl)c2)sc2ccccc12	102.6	109.0	92.7	108.3	100.3	94.7	102.7	106.0
Nc1nc2c(C(=O)c3ccco3)nnn2c2cccc(Cl)c12	95.0	90.8	100.2	95.0	113.4	93.6	106.2	87.0
COc1cc(/C=C2\CN(C(=O)CCN3CCC(=NO)CC3)C/C(=C\c3cc(OC)c(OC)c(OC)c3)C2=O)cc(OC)c1OC	1.5*	-97.6*	10.0*	-82.4*	-65.4*	-53.4*	-94.0*	-7.9*
NC(CO)C(=O)NNCc1ccc(O)c(O)c1O (stereo not drawn)	94.7	116.0	108.7	102.5	112.9	102.2	114.0	x
CC[C@H](C)[C@H]1NC(=O)Nc2nc3ccccn3c2C1=O	101.4	99.4	102.4	114.9	109.4	104.0	111.9	93.2
O=[N+]([O-])c1cc([N+](=O)[O-])c2cccnc2c1O	97.9	108.4	105.1	107.8	101.9	109.8	111.7	101.5
CC(C)(C)c1cc(O)cc(C(=O)O)c1O	97.0	105.2	109.3	106.6	112.3	111.1	110.5	121.0
O=c1c2cc(F)ccc2sc2c(NCCN3CCOCC3)nc3ccccc3c12	81.4	76.8	72.5	67.5	89.5	74.6	68.4	85.0
COC(=O)C1=Nc2cc(OC)cc(OC)c2/C1=C\c1sc(N)nc1O	74.6	95.2	101.5	96.8	96.1	92.9	91.7	85.9
COc1ccc(C2=NN(c3ccccc3)C(c3sc(N(C)Cc4ccccc4)nc3Cl)C2)cc1 (stereo not drawn)	104.6	93.6	95.0	85.7	113.5	99.0	92.0	96.1
COc1ccc(NC(=O)Nc2nc3ccc([N+](=O)[O-])cc3s2)cc1	17.1	18.0	-1.5*	15.2	60.4	26.4	24.8	58.6
CCN(CC)C(C)C(=O)Nc1cccc(Cl)c1C (stereo not drawn)	84.7	113.0	108.9	106.9	112.7	111.4	115.7	86.8
CC(=O)OC1CCC2(C)C(=CCC3C2CCC2(C)C3CC3ON=C(C)C32)C1 (stereo not drawn)	98.9	130.0	108.6	97.1	108.8	110.7	131.6	111.4
N#Cc1c(-c2ccccc2)cc(-c2ccccc2)[nH]c1=O	98.7&98.8	105.6	103.5&102.0	103.7&99.8	111.3&103.8	101.4&100.5	109.6&108.2	117.4&113.5
CN(C)NC(=O)CC(N)C(=O)O (stereo not drawn)	101.0	116.6	110.4	100.1	103.6	102.4	108.1	102.8
NCCCCCCCCC(=O)O	103.8	94.8	95.3	110.9	84.8	95.6	93.6	104.3
COc1cccc(-c2nn(C(C)(C)C)cc2-c2ccnc(NCCCNS(=O)(=O)c3ccc(C(F)(F)F)cc3)c2)c1	98.4	104.6	103.4	97.9	97.2	106.2	109.7	103.4
CC(=O)/C(N=Nc1cccc2c1C(=O)c1ccccc1C2=O)=C(\C)O	102.4	111.0	111.3	102.6	105.3	105.1	107.6	96.2
CC(=O)Nc1ccc(/C=N/NC(N)=O)cc1	98.3	112.6	107.6	103.7	99.8	112.8	108.2	97.5
COc1ccc(CCN2C(=O)/C(=C/c3csc(C#N)n3)SC2=S)cc1OC	69.2	-17.7*	93.3	66.3	116.4	90.7	-10.9*	106.5
CC1=CN2C(c3cccc([N+](=O)[O-])c3)=NON(c3ccc(C)cn3)C2C=C1 (stereo not drawn)	92.9&101.4	111.0&102.0	61.7&94.9	89.1&117.1	99.5&125.8	99.5&88.6	89.1&100.2	100.8&87.1
O=C(NCCCNc1nccc(-n2ccc3cccnc32)n1)C1CCCCC1	104.1	106.2	96.5	88.2	94.6	93.9	101.1	104.8
COc1ccc(-c2c3c(nn2-c2ccc(N)cc2)CCc2cnoc2-3)cc1	51.4	83.6	68.4	81.7	90.1	95.8	x	94.7
O=C(/C=C/c1ccccc1)CC(c1ccccc1)N1CCOCC1 (stereo not drawn)	85.1	78.9	103.6	105.1	98.7	91.8	91.3	98.4
Cc1ccc(C(C)C)cc1NC(=O)c1ccccc1N(C)C	100.8	102.8	74.6	90.0	86.6	88.6	97.4	93.7
CCOC(=O)c1c(C)nc2c(c1N)C(=O)C(=O)N2Cc1ccccc1	72.9	22.6	32.2	62.5	97.3	65.1	89.2	90.2

11 of these compounds, set out differently.
Values run as follows: OVCAR-8	OVCAR-3	NCI/ADR-RES	OVCAR-4	OVCAR-5	IGROV1	DU-145	SK-OV-3
- CCN(CC)C(C)C(=O)Nc1cccc(Cl)c1C (stereo not drawn)
 : 84.7	113.0	108.9	106.9	112.7	111.4	115.7	86.8
- CC(=O)OC1CCC2(C)C(=CCC3C2CCC2(C)C3CC3ON=C(C)C32)C1 (stereo not drawn)
 : 98.9	130.0	108.6	97.1	108.8	110.7	131.6	111.4
- N#Cc1c(-c2ccccc2)cc(-c2ccccc2)[nH]c1=O
 : 98.7&98.8	105.6	103.5&102.0	103.7&99.8	111.3&103.8	101.4&100.5	109.6&108.2	117.4&113.5
- CN(C)NC(=O)CC(N)C(=O)O (stereo not drawn)
 : 101.0	116.6	110.4	100.1	103.6	102.4	108.1	102.8
- NCCCCCCCCC(=O)O
 : 103.8	94.8	95.3	110.9	84.8	95.6	93.6	104.3
- COc1cccc(-c2nn(C(C)(C)C)cc2-c2ccnc(NCCCNS(=O)(=O)c3ccc(C(F)(F)F)cc3)c2)c1
 : 98.4	104.6	103.4	97.9	97.2	106.2	109.7	103.4
- CC(=O)/C(N=Nc1cccc2c1C(=O)c1ccccc1C2=O)=C(\C)O
 : 102.4	111.0	111.3	102.6	105.3	105.1	107.6	96.2
- CC(=O)Nc1ccc(/C=N/NC(N)=O)cc1
 : 98.3	112.6	107.6	103.7	99.8	112.8	108.2	97.5
- COc1ccc(CCN2C(=O)/C(=C/c3csc(C#N)n3)SC2=S)cc1OC
 : 69.2	-17.7*	93.3	66.3	116.4	90.7	-10.9*	106.5
- CC1=CN2C(c3cccc([N+](=O)[O-])c3)=NON(c3ccc(C)cn3)C2C=C1 (stereo not drawn)
 : 92.9&101.4	111.0&102.0	61.7&94.9	89.1&117.1	99.5&125.8	99.5&88.6	89.1&100.2	100.8&87.1
- O=C(NCCCNc1nccc(-n2ccc3cccnc32)n1)C1CCCCC1
 : 104.1	106.2	96.5	88.2	94.6	93.9	101.1	104.8

Other records
SMILES	OVCAR-8	OVCAR-3	NCI/ADR-RES	OVCAR-4	OVCAR-5	IGROV1	DU-145	SK-OV-3
C#CC1CC2Cc3c(C)ccc(C)c3N1O2 (stereo not drawn)	106.9	121.2	97.1	103.5	105.0	107.5	112.0	106.2
CC(=O)OCC1OC(OC(C)=O)C(Cn2cc(COc3ccc4c(c3)NC(=O)CC4)nn2)C(OC(C)=O)C1OC(C)=O (stereo not drawn)	106.1	115.4	115.2	100.5	113.1	116.3	104.4	113.0
COc1ccc(C2=NN(C(=O)COc3ccc(Cl)cc3)C(O)(c3cc(F)c(Cl)cc3Cl)C2)cc1OC (stereo not drawn)	5.4*	x	19.9	21.8	82.8	-50.6*	9.5*	93.6
CCCN=C(N)Nc1ccc2cc3ccc(NC(N)=NCCC)cc3nc2c1	103.2	116.2	101.2	102.5	89.5	97.2	119.4	108.1
Cc1nonc1C(=O)N1CCC[C@H](C(=O)c2ccc3c4c(cccc24)CC3)C1	97.5	99.2	97.1	84.8	98.4	123.2	113.4	104.7
c1ccc(CSc2nnc(-c3ccc4nc(-c5ccccc5)[nH]c4c3)o2)cc1	-23.2*	27.4	-40.3*	-43.7*	75.3	63.6	21.4	87.0
Cc1nc2ncc(-c3n[nH]c(=S)o3)c(=O)n2[nH]1	111.3	99.0	109.7	98.3	91.6	103.4	103.5	115.9
N/C(Cc1nc2ccccc2s1)=N/O	68.8	71.5	84.4	71.9	97.7	66.7	100.7	96.1
Cc1ccc(/C=C/C(=O)c2ccc(C)cc2)cc1	100.4	104.4	99.2	89.0	99.0	94.2	109.1	109.2
O=c1cc(Cn2cc[n+](Cc3ccc4ccccc4c3)c2)c2c(ccc3ccccc32)o1	100.9	112.4	98.9	98.7	101.1	104.4	117.0	98.2
Cn1c2nc(=O)[nH]nc2c2cc(Br)cc(Br)c21	97.9	107.7	102.0	97.6	105.4	113.3	107.4	104.3
COc1ccc(-c2nnc(-c3ccc4c(c3)nc(-c3cccs3)n4C3CCCCC3)o2)cc1	48.6	71.7	47.3	69.7	120.0	82.9	79.9	84.6
CCOC(=O)c1[nH]c2c(c1C)C(=O)CSC2	89.8[100 µM]	85.5[100 µM]	55.7[100 µM]	74.7[100 µM]	84.0[100 µM]	79.7[100 µM]	79.2[100 µM]	79.7[100 µM]
NC(N)=NCCOc1nc(Oc2ccccc2C(=O)O)cc(-c2ccco2)n1	104.5	111.4	105.4	108.2	x	106.8	106.5	98.4
COc1cc(CNC(=O)/C=C/c2ccccc2)ccc1OCc1cn(-c2ccc(C#N)cc2)nn1	60.0	98.7	91.5	63.7	100.5	98.0	94.9	83.3
CN1C(=O)[C@H]2c3c(cccc31)[C@H]1[C@@H](O)[C@H](CCC1(C)C)C2(C)C	112.5	103.6	100.2	104.7	116.4	112.1	103.5	88.8
COc1ccc(C(CN(C)C)OC(=O)C(c2ccccc2)c2ccccc2)cc1 (stereo not drawn)	96.8	112.4	105.9	102.0	101.6	101.2	121.3	103.1
CSc1cc(=O)[nH]c(N)n1	103.3	101.8	97.1	105.9	99.2	102.2	106.7	123.2
O=C1c2ccccc2C(=O)c2c(NCCNCCO)ccc(NCCNCCO)c21	0.8*!	44.1&64.1	-24.9*!	1.6*	-51.8*!	16.9&29.1	-41.7*!	-4.5*!
C/C=C/C(=O)OCCc1ccccc1	110.0	106.8	109.9	106.7	95.8	x	114.9	111.7
O=C(Nc1nc2ccc(Cl)cc2s1)c1ccc(Cl)cc1Cl	97.8	109.2	98.6	x	98.1	103.3	108.4	105.3
CCn1c(-c2nonc2Nc2ccc(OC)cc2)nc2ccccc21	102.1	112.1	96.0	100.6	106.6	105.8	113.3	110.7
CC(=O)Nc1cccc2ccccc12	99.5	108.7	100.9	84.7	101.9	107.9	111.7	102.6
CC(=O)CC(=O)N(c1ccccn1)c1ccccn1	106.2	99.8	104.4	103.9	107.1	96.8	106.2	93.7
CSc1ccc2c(c1)C(N1CCN(C)CC1)Cc1ccccc1S2 (stereo not drawn)	67.9	61.4	49.2	36.1	41.7	20.8	34.0	86.2
CCOc1cc(C(=O)Nc2ccc(Cl)cn2)cc(OCC)c1OCC	96.2	114.2	92.9	93.0	92.3	114.4	107.8	113.1
CCc1ccc(C2CC(c3cccc(O)c3)=NN2c2ccc(S(N)(=O)=O)cc2)cc1 (stereo not drawn)	97.8	86.4	97.1	81.8	103.0	99.7	97.5	95.4
C1CCCCCc2c(-c3n[nH]c4c3CCCCCCCCCC4)n[nH]c2CCCC1	112.4	114.1	108.5	112.1	115.3	118.8	115.0	107.2
Cc1ccsc1[C@@H]1C[C@@H]2Cc3ccc4ccccc4c3N1O2	90.8	97.6	93.9	76.0	85.4	86.2	103.3	87.3
CCN(CC)CCOC(=O)c1ccc(C)cc1	106.4	128.2	105.5	117.7	118.2	123.4	125.7	110.8

As a working copy, some entries already given.
SMILES	OVCAR-8	OVCAR-3	NCI/ADR-RES	OVCAR-4	OVCAR-5	IGROV1	DU-145	SK-OV-3
N#Cc1c(-c2ccc(Cl)cc2)c(C#N)c(=O)n(-c2nc3ccccc3s2)c1N	92.3	91.4	84.4	99.4	95.9	77.2	98.2	81.8
C#C[C@@]1(O)[C@@H](CO)O[C@@H](n2cnc3c(-c4ccccc4)ncnc32)[C@@H]1O	107.4	107.0	101.8	98.5	101.0	105.7	108.7	105.5

The results go on.
SMILES	OVCAR-8	OVCAR-3	NCI/ADR-RES	OVCAR-4	OVCAR-5	IGROV1	DU-145	SK-OV-3
CC(C)C1=NOC(=O)C1=Cc1cn(-c2ccccc2)nc1-c1ccc(F)cc1	60.2	64.0	100.5	94.1	95.2	61.3	74.0	106.9
CCOC(=O)C(C(=O)OCC)c1nc(=O)[nH]c(=O)[nH]1	101.2	109.7	101.6	108.7	104.1	102.1	105.0	95.4
S=C1SCN(Cc2ccccc2)CN1Cc1ccco1	89.1	75.3	99.2	99.9	119.5	84.4	68.3	96.2
N#Cc1c(-c2ccccc2)nc(NCCO)[nH]c1=O	106.5	104.7	97.1	111.5	97.9	x	107.4	95.9
O=c1c2ccccc2sc2c(N3CCC(O)CC3)nc3ccccc3c12	54.9	91.0	64.8	76.5	86.3	60.1	80.2	75.5
O=C1OCC/C1=C/OCCCCCO/C=C1/CCOC1=O	96.5	112.8	102.1	x	116.8	112.2	113.6	110.1
Cc1[nH]c(/C=C/C(=O)c2ccc(C(F)(F)F)c(F)c2)c(C)c1C(=O)NCC(=O)NCC(F)(F)F	94.8&98.7	102.0&97.7	102.6&98.2	80.5&83.6	92.7&96.9	84.1&94.7	102.0&99.3	108.9&105.3
O=C(/C=C/c1cccs1)Nc1ncc(Cc2ccc(Cl)c(Cl)c2)s1	72.7	40.4	60.3	66.6	74.1	64.1	59.5	68.8
COc1ccc(CCC(=O)O)cc1	95.0	107.2	97.7	112.7	105.5	102.2	106.9	98.8
CCOC(=O)c1ccccc1-c1c2ccc(=[N+](C)C)cc-2oc2cc(N(C)C)ccc12	2.7*	11.1	102.2	17.9	4.5*	18.4	25.3	-2.6*
